# cardiac RTF act: cardiac RTF calcium sensitization | IANBD-labeled TnC RTF fluorescence at EC20 calcium; 0% EC20 calcium, 100% full calcium | P19429+P45379 | activation, % at 7.2 µM | actives 0.24% (n = 340,000);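 active = activation above the mean over all tested compounds plus 3 SD, cut at about 30% in these data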;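 note: rise in fluorescence read as greater calcium sensitivity of cardiac thin filaments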
# Cardiac RTF inh: cardiac RTF calcium desensitization. actives 0.12% (n = 340,000). inhibition, % at 7.15 µM. AID 493244. IANBD-labeled cardiac RTF, Ca2+ fluorescence. P19429+P45379;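 active = inhibition above the mean inhibition of all tested compounds plus 3 SD, cut at about 17% in these data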;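 note: assay run at fixed EC70 calcium of 1.6 mM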
# Rtt109 HAT inh: inhibitors of Candida albicans Rtt109/Vps75 histone acetyltransferase | actives 0.16% (n = 330,000) | inhibition, % at 34.9 µM | purified Rtt109/Vps75, ThioGlo CoA-SH fluorescence, 4 h;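 active = inhibition of at least 50% in every replicate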
# dFosB act: activators of mouse delta FosB homodimer; P13346; purified delta FosB, TAMRA-CDK5 oligo fluorescence polarization; percent of positive-control signal above neutral wells; activation, % at 25 µM; actives 0.99% (n = 340,000); AID 493131;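 active = mean activation above about 17%, with every replicate also reaching it, limit read from the data, passing the limit was not always enough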;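 note: fluorescence polarization rise as delta FosB binds a TAMRA Cdk5 AP-1 oligo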
# Target sequence (P13346 whole entry, looked up): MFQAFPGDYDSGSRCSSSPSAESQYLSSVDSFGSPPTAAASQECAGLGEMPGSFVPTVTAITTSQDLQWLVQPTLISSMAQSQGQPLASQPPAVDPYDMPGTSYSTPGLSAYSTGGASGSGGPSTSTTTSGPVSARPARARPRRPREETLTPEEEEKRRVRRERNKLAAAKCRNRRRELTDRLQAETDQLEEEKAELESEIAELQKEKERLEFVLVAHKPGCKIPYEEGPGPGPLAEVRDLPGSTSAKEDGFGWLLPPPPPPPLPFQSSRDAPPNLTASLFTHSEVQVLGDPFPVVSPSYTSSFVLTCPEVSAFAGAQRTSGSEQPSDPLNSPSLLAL
# C-LANA FP: blocks KSHV LANA C-terminal domain binding to DNA; MBP-C-LANA/FAM-LBS DNA binding, fluorescence polarization; inhibition, % at 9 µM; actives 0.078% (n = 340,000);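 active = highest replicate inhibition at or above 60% at 9 µM, even if other replicates fall short; inactive = all replicates below 60% inhibition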;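 note: 0% = neutral control wells and 100% = 4 µM acridine orange control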
# CDK5 inh: inhibitors of human CDK5/p35 kinase | Q00535+Q15078 | Recombinant CDK5/p35, ADP-Glo luminescence, 60 min | actives 0.01% (n = 330,000) | inhibition, % at 10 µM;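 active = highest replicate inhibition of at least 50% and at least 75% of replicates reaching 50%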;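 note: plate controls were DMSO neutral control for no effect and GW8510 at 10 µM for full effect; many of its hits are not listed in these tables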
# Keap1-Nrf2 PPI: inhibitors of human Keap1-Nrf2 protein-protein interaction. Q14145. Keap1 Kelch-Nrf2 peptide fluorescence polarization, 1536-well. inhibition, % at 9.4 µM. actives 0.15% (n = 340,000). AID 504523; in the data active = inhibition above about 12%;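 note: human Keap1 Kelch domain with fluorescein labeled Nrf2 9mer peptide probe; 0% = neutral control wells and 100% = peptide positive control; higher means more block of Keap1 binding to Nrf2 peptide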
# Target sequence (Q14145 whole entry, looked up, the tested form may be a part): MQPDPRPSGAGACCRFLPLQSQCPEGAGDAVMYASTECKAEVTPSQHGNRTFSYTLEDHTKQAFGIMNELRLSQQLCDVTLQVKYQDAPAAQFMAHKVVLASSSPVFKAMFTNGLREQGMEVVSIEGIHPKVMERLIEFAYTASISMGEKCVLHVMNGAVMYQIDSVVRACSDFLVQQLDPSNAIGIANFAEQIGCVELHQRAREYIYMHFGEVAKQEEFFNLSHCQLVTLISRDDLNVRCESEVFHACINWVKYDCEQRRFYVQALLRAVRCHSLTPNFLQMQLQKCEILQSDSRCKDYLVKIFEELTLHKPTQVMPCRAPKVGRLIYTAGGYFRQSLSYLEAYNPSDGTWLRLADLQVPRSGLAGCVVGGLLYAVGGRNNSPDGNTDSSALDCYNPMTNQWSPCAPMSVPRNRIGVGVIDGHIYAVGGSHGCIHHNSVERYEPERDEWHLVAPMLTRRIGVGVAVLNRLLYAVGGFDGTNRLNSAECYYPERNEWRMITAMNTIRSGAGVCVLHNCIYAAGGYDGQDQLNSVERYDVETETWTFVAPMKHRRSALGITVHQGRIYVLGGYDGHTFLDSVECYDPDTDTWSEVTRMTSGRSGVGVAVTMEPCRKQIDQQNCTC
# PfHsp90 yeast 2: reduces growth (ATP signal) of yeast expressing P. falciparum Hsp90. S. cerevisiae expressing PfHsp90, BacTiter-Glo ATP, 48 h; yeast lacking PDR1 and PDR3 efflux regulators. inhibition, % at 9.4 µM. actives 0.32% (n = 310,000). AID 504621;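 active = every replicate shows inhibition above about 80%, whatever the replicate mean, limit read from the data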;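 note: 0% = DMSO neutral controls and 100% = 20 µM radicicol positive controls; yeast relying on Plasmodium falciparum Hsp90 in place of its own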
# PvdQ inh: P. aeruginosa PvdQ acylase inhibition. inhibition, % at 10 µM. actives 0.063% (n = 340,000). purified PvdQ acylase, fluorescence plate reader. AID 488965; in the data active = inhibition above about 30%, passing the limit was not always enough;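 note: 0% = vehicle neutral wells and 100% = reference inhibitor wells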
# NSD2 inh: NSD2 (human) methyltransferase inhibition | NSD2 peptide methylation, AlphaScreen, 120 min | AID 743445 | actives 0.54% (n = 310,000) | inhibition, % at 12.5 µM; in the data active = inhibition above about 50%
# SUMO Mot1 rescue: blocks SUMOylation pathway, rescuing yeast Mot1-301 growth; S. cerevisiae Mot1-301 growth rescue, ATP luminescence, 38.5C; percent above DMSO median, 100 means doubled; growth rescue, % at 18.8 µM; actives 1% (n = 320,000); AID 2716;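 active = every valid replicate shows activation above 250% relative to neutral control wells; inactive = the rest, any valid replicate at or below 250%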;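 note: OY570 slx delta 5 strain wells were the positive control but not used for scaling; some compounds called inactive have numbers as strong as hits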
# Numbers without * were called inactive; nt = no result given.
SMILES,cardiac RTF act,Cardiac RTF inh,Rtt109 HAT inh,dFosB act,C-LANA FP,CDK5 inh,Keap1-Nrf2 PPI,PfHsp90 yeast 2,PvdQ inh,NSD2 inh,SUMO Mot1 rescue
COc1cc(Br)c(CCNC(=O)Cc2ccccc2)cc1OC,4,-4,-1,-10,-3.8,-0.5,-4,54,-9,0,-11
Cc1c(Cl)cccc1NC(=S)N1CCC(C(N)=O)(N2CCCCC2)CC1,-5,-9,-1,-6,-0.1,1.8,0,-13,-12,-4,-5
C=CCNC(=O)CSc1n[nH]c(-c2cc(Cl)ccc2OC)n1,2,2,3,-12,-0.3,-1.2,0,-2,-4,-1,-29
C=CCC(C=C)[N+]1(CC(=O)OC)CCCCC1 (centres undefined),nt,nt,1,5,1.3,-0.6,1,-11,-9,1,118
CCOc1ccc(-n2nc3c(=O)n(CCN4CCCCC4)nc(C)c3c2C)cc1,0,-2,-6,-9,-2.4,3.9,-6,-6,17,3,75
Nc1cc(-c2ccc(Br)cc2)[nH]n1,8,-15,3,-9,0.0,-0.9,-3,23,-4,1,-6
O=C(OCC(=O)N1CCCC1)c1c(Cl)ccc(Cl)c1Cl,1,7,13,-6,1.2,-1.0,-2,-3,17,-2,-7
CCCNC(=O)c1ccc(N(Cc2ccccc2)S(C)(=O)=O)cc1,0,-7,0,-3,-1.0,-0.9,-3,26,1,-2,9
CCOc1ccc(CCNC(=O)c2ccc(C)c(N3CCCC3=O)c2)cc1OCC,-8,3,1,1,-0.4,1.2,2,3,-6,-1,3
CNC(=S)N(C)/N=C1/C(=O)N(Cc2c(Cl)cccc2Cl)c2ccccc21,0,7,8,11,2.4,-1.6,-5,-10,-6,0,2
Cc1cccc(NC(=S)N(c2ccccc2)C(C)C)c1C,-1,-2,-15,7,1.1,1.8,-3,9,-16,-1,0
CCOC(=O)c1ccc(N2C(=O)c3n[nH]c(C)c3C2c2ccco2)cc1 (centres undefined),10,-13,12,-6,-0.1,0.9,-6,-1,-10,3,9
C/C(=N\Nc1ccccc1)c1c(O)cc(C)oc1=O,1,-4,0,-6,1.6,1.4,0,-36,-13,0,324*
CCOc1ncccc1C(=O)Nc1ccc(OC)c(S(=O)(=O)N2CCCCC2)c1,4,-5,6,-6,10,-0.5,-2,37,-16,0,48
Cc1cccc(CSc2nncc(=O)[nH]2)c1,-2,-1,10,-5,-2.0,1.5,-3,7,5,-1,-6
COc1ccc(S(=O)(=O)NCC2CCCN(Cc3ccccc3C)C2)cc1 (centres undefined),6,-11,8,-2,-1.6,0.8,-3,-12,-8,5,297
Cc1cc(C)c(NC(=O)Cn2nnc(C(=O)Nc3ccc(F)cc3F)c2N)c(C)c1,1,-2,-11,25*,1.0,1.8,1,21,-9,0,9
O=C(Oc1cccc2ccccc12)c1ccncc1,1,3,-7,-6,-1.8,-0.6,-3,nt,4,-1,11
COc1cccc(C(=O)N(Cc2cc3cc(C)ccc3[nH]c2=O)C(C)C)c1,-2,-12,-1,-9,0.2,1.6,-6,-8,-15,-4,-32
COC(=O)[C@H](CC(C)C)NC(=O)N1CCN(c2cccc(C(F)(F)F)c2)CC1,0,-6,-4,-7,0.1,-1.7,-1,-21,-15,-1,19
c1ccc2c(SCc3cn4cccnc4n3)ncnc2c1,3,8,-6,-7,1.5,1.5,-5,1,-17,0,nt
CCOC(=O)/C=C1\SCC(=O)N1CC(=O)NCCOC,0,0,4,-1,1.1,-0.7,-6,3,-2,-2,-8
Oc1ccccc1C=Nc1cccc2ccccc12,-5,-8,-6,3,-3.0,-0.6,-2,24,-15,1,-10
CC(C)c1ccc(S(=O)(=O)N2CCN(C(=O)C3=COCCO3)CC2)cc1,-1,-1,-5,-4,0.4,-1.9,-4,-10,-14,0,-2
CC(=O)c1cccc(NC(=O)CCNS(=O)(=O)c2cccc(C(C)=O)c2)c1,5,0,-7,-11,-0.3,-2.4,-5,nt,-22,0,-8

# One compound at a time, as listed above.
# O=C(Oc1cccc2ccccc12)c1ccncc1 is entered as cardiac RTF act = 1; Cardiac RTF inh = 3; Rtt109 HAT inh = -7; dFosB act = -6; C-LANA FP = -1.8; CDK5 inh = -0.6; Keap1-Nrf2 PPI = -3; PfHsp90 yeast 2 = nt; PvdQ inh = 4; NSD2 inh = -1; SUMO Mot1 rescue = 11
# C/C(=N\Nc1ccccc1)c1c(O)cc(C)oc1=O is entered as cardiac RTF act = 1; Cardiac RTF inh = -4; Rtt109 HAT inh = 0; dFosB act = -6; C-LANA FP = 1.6; CDK5 inh = 1.4; Keap1-Nrf2 PPI = 0; PfHsp90 yeast 2 = -36; PvdQ inh = -13; NSD2 inh = 0; SUMO Mot1 rescue = 324*
# COc1ccc(S(=O)(=O)NCC2CCCN(Cc3ccccc3C)C2)cc1 (centres undefined) is entered as cardiac RTF act = 6; Cardiac RTF inh = -11; Rtt109 HAT inh = 8; dFosB act = -2; C-LANA FP = -1.6; CDK5 inh = 0.8; Keap1-Nrf2 PPI = -3; PfHsp90 yeast 2 = -12; PvdQ inh = -8; NSD2 inh = 5; SUMO Mot1 rescue = 297

# The main list resumes with the 3 entries that preceded the break.
SMILES,cardiac RTF act,Cardiac RTF inh,Rtt109 HAT inh,dFosB act,C-LANA FP,CDK5 inh,Keap1-Nrf2 PPI,PfHsp90 yeast 2,PvdQ inh,NSD2 inh,SUMO Mot1 rescue
Oc1ccccc1C=Nc1cccc2ccccc12,-5,-8,-6,3,-3.0,-0.6,-2,24,-15,1,-10
CC(C)c1ccc(S(=O)(=O)N2CCN(C(=O)C3=COCCO3)CC2)cc1,-1,-1,-5,-4,0.4,-1.9,-4,-10,-14,0,-2
CC(=O)c1cccc(NC(=O)CCNS(=O)(=O)c2cccc(C(C)=O)c2)c1,5,0,-7,-11,-0.3,-2.4,-5,nt,-22,0,-8
COCCNC(=O)C1CCCN(S(=O)(=O)c2cccc3nsnc23)C1 (centres undefined),-2,-7,3,-1,1.2,-3.7,-6,11,-15,1,5
Cc1cc(C)n(-c2ccc(NC(=O)C3CCCCN3C(=O)c3ccoc3C)cc2)n1 (centres undefined),-2,-8,0,-9,2.3,1.7,2,31,-12,4,1
CC(=O)c1cccc(OCc2cc(C(=O)N(C)Cc3ccc(C)o3)no2)c1,-1,0,-3,-2,-0.1,1.2,-2,16,-2,2,-14
Nc1cc(=O)nc(SCC(=O)N2CCN(c3ccccc3)CC2)n1-c1ccc(F)cc1,2,-12,4,-12,0.7,0.1,-1,8,-5,-1,1
CCCNC(=O)c1c(CSc2ccccc2)noc1C(=O)NCc1ccccc1,-4,-9,8,-11,2.2,0.4,-1,7,6,nt,-2
O=Cc1c[nH]c2ccc(NC(=O)OCc3ccccc3)cc12,1,-1,1,-4,-1.7,0.7,-1,-6,9,12,nt
CCC(C)(C)C1CCc2[nH]nc(C(=O)NCCCNC(=O)OC(C)(C)C)c2C1 (centres undefined),1,6,-3,-6,-1.5,2.5,2,16,3,nt,-12
Cn1ccnc1C(=O)c1cc(SCC(=O)N2CCOCC2)nc2ccccc12,-4,10,12,-8,0.5,-0.2,-3,20,2,26,14
COc1ccccc1CCNC(=O)CCNS(=O)(=O)c1ccc(NC(C)=O)cc1,-2,-8,-2,-1,-0.4,0.7,-3,33,-11,0,7
CCN(CCn1cccn1)C(=O)c1ccc(OC2CCN(C(=O)COC)CC2)cc1,2,-4,17,-1,0.5,-9.1,-3,20,-24,-3,-4
O=C(NC(=S)NN1CCCCC1c1cccnc1)c1ccc(Br)cc1 (centres undefined),10,-4,16,-17,1.1,0.2,-5,23,-12,-1,-8
CCOC(=O)C1=CN(CC2CCCCC2)CCC1=O,-1,-19,3,-9,0.9,-3.4,3,-4,-11,nt,nt
O=C(CSc1nnc(Cc2ccccc2)o1)NCCN1C(=O)CSC1=O,0,9,-6,5,0.6,1.0,0,56,-17,-3,3
COc1ccc(OC)c(/C=N/NC(=O)c2ccc[n+](CC(=O)c3ccccc3)c2)c1,0,2,0,1,0.5,-3.4,-3,16,-9,1,4
CC(=O)c1cccc(N(CC(=O)Nc2ccc(F)cc2F)S(C)(=O)=O)c1,5,0,5,-4,0.6,-3.2,-5,-20,-23,1,-11
CCCOc1ccc(N/C=C/C(=O)c2ccc(OC)c(OC)c2)cc1,0,-4,-2,-3,0.0,0.6,-1,-2,-7,-3,11
O=C(N/N=C/c1ccco1)c1ccccc1OCc1ccccc1Cl,-5,5,5,-17,2.3,-6.2,-5,-3,-10,2,-3
Nc1nc(-c2ccc(Br)cc2)cs1,-3,-9,-9,2,-2.1,0.1,-1,-17,8,0,18
CC1(C)CC2CC(C)(CN2S(=O)(=O)c2cccc(C(=O)OCC(=O)NC(N)=O)c2)C1 (centres undefined),0,-19,0,-13,-1.3,0.0,-3,-11,-14,-2,-9
CC1CN(C(=O)CCC(=O)NC(C)c2ccccc2)c2cc(Cl)ccc2O1 (centres undefined),4,-7,6,-2,0.1,-1.7,6,-18,-10,nt,-14
CC(C)(C)C1CCC(=NNC(=O)c2ccccc2-n2cccc2)CC1 (centres undefined),-3,1,-7,-1,1.2,-0.6,-3,6,-10,1,-13
O=c1c2ccccc2c(=O)n2n1Cc1ccccc1C2,4,-6,-2,-1,-0.4,-0.2,0,-4,-13,-1,-22
COc1ccc(C(C)(C)C)cc1NC(=O)COC(=O)CSCc1c(C)noc1C,-12,-6,9,-7,-0.6,1.2,0,nt,8,-1,nt
COc1ccc([N+](=O)[O-])cc1/C=N/NC(=O)CNC(=O)C(c1ccccc1)c1ccccc1,-7,-3,3,0,0.9,1.0,2,9,-19,-3,9
COC(=O)C1=C(C(=O)OC)[C@@H]2Nc3ccccc3[C@@]23C[C@@H](C(=O)OC)N(C(C)=O)C3=N1,-1,-14,0,7,-0.8,0.5,5,-12,-7,nt,-1
Cc1c(/C=N/NC(N)=O)c2ccccn2c1C(=O)c1ccncc1,2,-6,21,-7,-0.8,8.7,0,-27,10,nt,4
O=C(N/N=C/c1ccc(Cl)c([N+](=O)[O-])c1)c1cc(-c2ccc3c4c(cccc24)CC3)n[nH]1,3,-14,-1,38*,-0.1,-2.1,-2,-43,-8,1,0

# From PubChem

# Outcome played no part in choosing rows; overall some 3.2% were active at least once.
